MrgX1 allo act: positive allosteric modulators of MrgX1, primary screen, HEK293 cells, Fluo-4 calcium flux; Mas-related G-protein coupled receptor member X1 (Homo sapiens), Q96LB2; FDSS; hits give high values; B-score at 10 µM; 310,000 tested, 0.63% active;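 active means plate-corrected calcium response at least 3 library SD above typical, normal starting fluorescence, not activating the receptor alone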;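 further: compound read alongside a low EC10 to EC30 dose of BAM8-22 agonist; peak minus trough fluorescence over baseline measured at the second addition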
Target sequence (Q96LB2 whole entry, looked up): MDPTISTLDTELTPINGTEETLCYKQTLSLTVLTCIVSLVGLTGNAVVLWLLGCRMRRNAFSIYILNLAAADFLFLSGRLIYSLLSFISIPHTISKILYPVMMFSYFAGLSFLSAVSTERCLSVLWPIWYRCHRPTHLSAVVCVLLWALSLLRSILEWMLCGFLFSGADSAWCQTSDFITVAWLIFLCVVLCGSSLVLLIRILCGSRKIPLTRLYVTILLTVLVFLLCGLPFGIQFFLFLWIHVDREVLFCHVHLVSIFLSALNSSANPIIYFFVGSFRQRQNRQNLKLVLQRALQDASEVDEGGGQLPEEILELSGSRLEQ
MrgX1 ag: agonists of human MrgX1 receptor, primary screen, HEK293 cells, Fluo-4 calcium flux | Mas-related G-protein coupled receptor member X1 (Homo sapiens), Q96LB2 | Fluo-4 calcium fluorescence, agonist mode; hits give high values | B-score at 10 µM | 310,000 tested, 0.44% active;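 active means calcium response B-score plate-corrected fluorescence ratio at least 3 library SD, with starting fluorescence B-score inside 5 SD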
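Material – MrgX1-expressing HEK293 cells · Input – 15,000 cells seeded per well · Dosing – compound as first of three additions · Times – overnight seeding, then 1 h dark dye loading · Measured by – kinetic Fluo-4 NW fluorescence of intracellular calcium · Read-out – B-scored fluorescence response ratio · Benchmarks – positive and negative control wells on each plate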
TMEM16A act: TMEM16A chloride channel activators or potentiators, primary screen, cell-based, HTS | B-score at 10 µM | Anoctamin-1 (Mus musculus), Q8BHY3 | HEK293 TMEM16A/YFP-H148Q/I152L, iodide quench fluorescence; hits give low values | 340,000 tested, 0.3% active | AID 623877, 2012;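 active means fluorescence-ratio B-score plate-corrected deviation score at least 3 library SD below zero, with starting fluorescence score within 5 deviations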;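 further: channel opened by trigger with iodide after compound preincubation; score built on the fluorescence ratio of max minus min over baseline; more negative score means more quench and so TMEM16A activation or potentiation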
KCNK9 block: KCNK9 potassium channel inhibitors, primary screen, HEK293 cells, thallium flux; Potassium channel subfamily K member 9 (Homo sapiens), Q9NPC2; FluxOR thallium flux fluorescence; hits give low values; B-score at 10 µM; 310,000 tested, 1.2% active;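 active means ratio B-score over 3 SD below the library mean, with starting fluorescence within 5 SD of its mean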;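 further: negative B-score means less thallium flux so channel inhibition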
Target sequence (Q9NPC2 whole entry, looked up): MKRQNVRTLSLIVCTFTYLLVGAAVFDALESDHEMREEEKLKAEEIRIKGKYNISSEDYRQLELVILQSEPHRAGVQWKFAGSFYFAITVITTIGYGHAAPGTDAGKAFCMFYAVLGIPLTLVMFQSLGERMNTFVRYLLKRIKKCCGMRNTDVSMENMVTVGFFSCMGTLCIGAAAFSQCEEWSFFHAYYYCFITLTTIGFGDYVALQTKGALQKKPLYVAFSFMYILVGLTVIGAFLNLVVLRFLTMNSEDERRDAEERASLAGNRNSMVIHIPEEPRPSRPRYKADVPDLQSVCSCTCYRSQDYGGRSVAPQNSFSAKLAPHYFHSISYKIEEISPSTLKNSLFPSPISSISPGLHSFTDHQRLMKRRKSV
RGS4 block: RGS4 inhibitors, primary screen, cell-based, HEK293 M3R inducible RGS4, calcium flux; AID 463165, 2010; 310,000 tested, 0.45% active; B-score at 10 µM; Regulator of G-protein signaling 4 (Homo sapiens), P49798; Fluo-4 calcium flux; hits give high values; triggered by carbachol at its EC20;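 active means B-score, a plate-corrected calcium signal, over three deviations above library mean, with baseline fluorescence within five deviations of library mean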;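 further: RGS4 expression induced by doxycycline in cells with stable M3 receptor; B-score is computed from the integrated fluorescence ratio over baseline after carbachol; higher B-score means a larger calcium signal and so more RGS4 inhibition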
Target sequence (P49798 whole entry, looked up): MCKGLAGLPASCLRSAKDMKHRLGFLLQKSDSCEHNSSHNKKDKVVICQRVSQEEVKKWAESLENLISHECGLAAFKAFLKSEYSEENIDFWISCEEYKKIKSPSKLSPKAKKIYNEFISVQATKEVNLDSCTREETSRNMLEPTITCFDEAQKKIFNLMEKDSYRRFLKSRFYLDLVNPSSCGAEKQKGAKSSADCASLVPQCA
TMEM16A inh: TMEM16A chloride channel inhibitors, primary screen, cell-based, HTS; Anoctamin-1 (Mus musculus), Q8BHY3; HEK293 TMEM16A/YFP iodide influx fluorescence, ionomycin; normalized B-score (activity score, 25-100; higher = stronger inhibition) at 10 µM; 310,000 tested, 1.2% active; AID 588511, 2011;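 active means ratio plate-corrected score three or more library SD toward inhibition, starting fluorescence score within five deviations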;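 further: score derived from kinetic fluorescence span divided by baseline fluorescence per well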
KCNK3 block: human KCNK3 channel inhibitors, primary screen, CHO cells, FluxOR thallium flux, B-score | Potassium channel subfamily K member 3 (Homo sapiens), O14649 | FluxOR fluorescence; hits give low values | B-score at 10 µM | 340,000 tested, 0.84% active | AID 602410, 2012;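 active means B-score under library mean minus 4 SD, starting fluorescence ratio at most library mean plus 5 SD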;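 further: more negative B-score means stronger inhibition of thallium flux through KCNK3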
KCNQ1 block: inhibitors of human KCNQ1 channel, primary screen, cell-based, thallium flux, high-throughput; Potassium voltage-gated channel subfamily KQT member 1 (Homo sapiens), P51787; CHO-K1 KCNQ1, FluxOR thallium flux fluorescence; hits give high values; B-score at 10 µM; 310,000 tested, 1.3% active; AID 2642, 2010;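 active means compounds whose thallium flux B-score, printed positive for inhibition, exceeds three library SD while starting fluorescence stays within three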;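 further: channel opened by potassium depolarization with thallium stimulus after 20 min compound exposure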
KCNQ1 pot: potentiators or activators of KCNQ1 channel, primary screen, cell-based, thallium flux, high-throughput; Potassium voltage-gated channel subfamily KQT member 1 (Homo sapiens), P51787; 310,000 tested, 0.35% active; CHO-K1 KCNQ1, thallium flux FluxOR fluorescence; hits give high values; B-score at 10 µM; AID 2648, 2010;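 active means fluorescence ratio B-score, a plate-corrected score, at least three library SD, with initial intensity B-score within 5 SD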
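Schedule – 37 °C overnight plating, 90-min dark dye load, 20-min compound pretreatment · System – stable KCNQ1 CHO-K1 line · Probe or stimulus – thallium- and potassium-containing depolarizing buffer · Measured by – kinetic FluxOR fluorescence, 10 s baseline plus 110 s post-stimulus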
RGS4 act: RGS4 potentiators or activators, primary screen, cell-based, HEK293 M3R inducible RGS4, calcium flux; carbachol calcium flux Fluo4; hits give low values; 310,000 tested, 0.92% active; B-score at 10 µM;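 active means B-score of the integrated calcium signal more than 4 SD below the library mean, with starting fluorescence not abnormally high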;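 further: negative B-score means reduced calcium response which marks RGS4 activation or potentiation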
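Material: M3R-expressing HEK293 line, RGS4 induced by doxycycline | Schedule: Overnight RGS4 induction, 30 min dye load 37 °C, 20 min compound RT | Measured by: Fluo4 fluorescence kinetic imaging of calcium | Read-out: Integrated calcium ratio converted to B score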
hERG rescue: hERG rescue from dofetilide block, primary screen, cell-based, CHO-hERG, FluxOR thallium flux, dofetilide IC70; Voltage-gated inwardly rectifying potassium channel KCNH2 (Homo sapiens), Q12809; dofetilide IC70 present; 310,000 tested, 0.51% active; activation (rescue from dofetilide block), less the hit threshold, % at 10 µM; AID 1511, 2009;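 active means activation above the mean of controls blocked by dofetilide plus 5 SD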;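 further: thallium influx through hERG after potassium depolarization seen as dye fluorescence rise; in these data hits start at about 4.7%; inactives centre near -7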
* = called active by the depositor; i = inactive; nt = not tested or not shown.

SMILES | MrgX1 allo act | MrgX1 ag | TMEM16A act | KCNK9 block | RGS4 block | TMEM16A inh | KCNK3 block | KCNQ1 block | KCNQ1 pot | RGS4 act | hERG rescue
COc1ccc(NC(=O)C2CCCN2S(=O)(=O)c2ccc(C)cc2)cc1 (centres undefined) | i | i | i | i | i | i | i | i | i | i | -12.5
CC(C)(CN1CCCC1)NC(=O)C1CCC(=O)N(CCCN2CCOCC2)C1 (centres undefined) | i | i | i | i | i | i | i | i | i | i | -5.0
COC(=O)c1ccccc1NC(=O)c1nc2nc(C)cc(C(F)F)n2n1 | i | i | i | i | i | i | i | i | i | i | -5.8
CCOC(=O)C1=C(C)N(c2ccccc2)C(=O)NC1c1cccc([N+](=O)[O-])c1 (centres undefined) | i | i | i | i | i | i | i | i | i | i | -8.3
Cc1ccccc1NS(=O)(=O)c1ccc(OCC(=O)NCc2cccnc2)cc1 | i | i | i | i | i | i | i | i | i | i | -13.0
O=C(COC(=O)C1(c2ccccc2F)CCCC1)N1CCN(C(=O)c2ccco2)CC1 | i | i | i | i | i | i | i | i | i | i | -5.7
CCOC(=O)N1CCC(N2C(=O)c3ccccc3C2Nc2ccc(Cl)cn2)CC1 (centres undefined) | i | i | i | i | i | i | i | i | i | i | -14.7
Cc1cc(C)n(C(=O)c2ccc([N+](=O)[O-])cc2[N+](=O)[O-])n1 | i | i | i | i | i | i | i | i | i | i | -9.6
O=C(COc1cccc(C(F)(F)F)c1)N1CCN(c2ccc(O)cc2)CC1 | i | i | i | i | i | i | i | i | i | i | -13.9
CN(NC(=O)c1ccccc1)c1nc2ccccc2nc1C(F)(F)F | i | i | i | i | i | i | i | i | i | i | -9.4
CCOc1ccc(S(=O)(=O)N2CCOCC2)cc1NC(=O)CSCC(=O)Nc1cccc(C)c1 | i | i | i | i | i | i | i | i | i | i | -8.3
CCOC(=O)N1CCN(c2cc3[nH]c(=S)[nH]c3cc2F)CC1 | i | i | i | i | i | i | i | i | i | i | -10.4
Cc1ccc(S(=O)(=O)NCC2(c3ccccc3)CCN(C)CC2)cc1 | i | i | i | i | i | i | i | i | i | i | -7.8
N#Cc1c(N)nc2c(c1N)CC(COc1ccccc1)O2 (centres undefined) | i | i | i | i | i | i | i | i | i | i | -1.8
COC(=O)c1ccc(NC(=O)C2CCCN2C(=O)Nc2cccc(C(C)=O)c2)cc1 (centres undefined) | nt | nt | i | i | i | nt | i | i | i | i | -9.8
Cc1ccccc1-n1ncc2c1CC(C)(C)CC2NC(=O)c1snnc1C (centres undefined) | 10.4* | i | i | i | i | i | i | i | i | i | -4.9
O=C(Nc1ccccc1F)C1CCN(S(=O)(=O)c2cccc3nonc23)CC1 | i | i | i | i | i | i | i | i | i | i | -9.2
CO/N=C/C(C#N)c1ncc(C(F)(F)F)cc1Cl (centres undefined) | i | i | i | i | i | 25* | i | i | i | i | -7.4
Cc1cccc(C)c1OCC(=O)N=Nc1c(O)[nH]c2ccc(Br)cc12 | i | i | i | i | i | i | i | i | i | i | -9.8
CN1CCN(C(=O)C23CCC(C)(c4nc5ccccc5nc42)C3(C)C)CC1 (centres undefined) | i | i | i | i | i | i | i | i | i | i | -4.0
Cc1c(C(=O)N(C)CCc2cnn(C)c2)oc2c(F)cccc12 | i | i | i | i | i | i | i | i | i | i | -8.9
Clc1cccc(CSc2nccn2-c2ccccc2)c1 | i | i | i | i | i | i | i | i | i | i | -14.1
CC1CN(c2ncnc3c2cnn3-c2ccc(Cl)cc2)CC(C)O1 (centres undefined) | i | i | i | i | i | i | i | i | i | i | -11.9
COc1ccc(CNC(=O)[C@H](C)NC(=O)C2CC(=O)N(c3ccc4c(c3)OCO4)C2)cc1 (some centres undefined) | i | i | i | i | i | i | i | i | i | i | -2.0
CCNC(=O)CSc1nc2sccc2c(=O)n1-c1ccccc1 | i | i | i | i | i | i | i | i | i | i | -6.0
Continuation:
SMILES | MrgX1 allo act | MrgX1 ag | TMEM16A act | KCNK9 block | RGS4 block | TMEM16A inh | KCNK3 block | KCNQ1 block | KCNQ1 pot | RGS4 act | hERG rescue
CCOc1ccc(N(CC(=O)Nc2c(C)cccc2C)S(=O)(=O)c2c(C)[nH]c(=O)[nH]c2=O)cc1 | i | i | i | i | i | i | i | i | i | i | 2.6
Cc1c(C)n(Cc2ccc(F)cc2)c2ccc(C(=O)NCCN3CCOCC3)cc12 | i | i | i | i | i | i | i | i | i | i | -10.5
Cc1ccc(Nc2nc(CSc3nnnn3-c3ccccc3)cs2)cc1 | i | i | i | -11* | i | i | i | i | i | i | -4.1
O=C(O)C1C2C=CC(C2)C1C(=O)Nc1ccc2c(c1)OCCO2 (centres undefined) | i | i | i | i | i | i | i | i | i | i | -6.5
Cc1cc(CNC(=O)C2(C(F)(F)F)C/C(=C\CCO)CCCO2)nn1C (centres undefined) | i | i | i | i | i | i | i | i | i | i | -7.0
Cc1ccc(C(=O)Nc2ccccc2C(=O)N2CCCC(C)C2)cc1 (centres undefined) | i | i | i | i | i | i | i | i | i | i | -14.3
COc1ccc(OC)c(N2CC(O)(c3ccccc3)[N+]3=C2SCCC3)c1 (centres undefined) | i | i | i | i | i | i | i | i | i | i | -14.2
CCOc1ccc(C2=CC(c3ccccc3)n3ncnc3N2)cc1 (centres undefined) | 7.44* | i | i | i | i | i | i | i | i | i | -7.8
COn1c(=O)c(-c2cccc(Br)c2)[n+]([O-])c2ccccc21 | i | i | i | i | i | i | i | i | i | i | -2.0
Cc1ccc(C)n1-c1ccccc1N1CCCCC1 | i | i | i | i | i | i | i | i | i | i | -14.5
COc1cccc(CN2CC(C(=O)NCCCCc3ccccn3)CCC2=O)c1 (centres undefined) | i | i | i | i | i | i | i | i | i | i | -5.3
O=C(C[n+]1ccncc1)c1ccccc1 | i | i | i | i | i | i | i | i | i | i | -4.1
CCNc1nc(NCC)n2c(SCC(=O)Nc3ccc(F)cc3[N+](=O)[O-])nnc2n1 | i | i | i | i | i | i | i | i | i | i | -3.1
CCC(C)NC(=O)c1cn(CCOC)c(=O)c2c1c1ccccc1n2C (centres undefined) | i | i | i | i | i | i | i | i | i | i | -11.1
O=C(CN1C(=O)c2ccccc2C1=O)OCC(=O)N1CCN(c2ccccc2)CC1 | i | i | i | i | i | i | i | i | i | i | -15.7
CCc1ccc2[nH]c(=O)c(CN(CCN(C)C)C(=O)Nc3ccccc3OC)cc2c1 | i | i | i | i | i | i | i | i | i | i | -11.4
CSc1ccc(CN(C)C(=O)CNC(=O)c2sc3ccccc3c2Cl)cc1 | i | i | i | i | i | i | i | i | i | i | -4.3
Cc1csc2ncc(C(=O)Nc3ccc(C(F)(F)F)cc3)c(=O)n12 | i | i | i | i | i | i | i | i | i | i | -6.4
O=C(Oc1cc2oc(=O)c3c(c2cc1Cl)CCCC3)c1ccco1 | i | i | i | i | i | i | i | i | i | i | -7.5
Cc1cc(NC(=O)CSc2nncn2N)no1 | i | i | i | i | i | i | i | i | i | i | -6.9
COc1ccc(-n2c(C)nnc2SCC(=O)NC2CC2)cc1 | i | i | i | i | i | i | i | i | i | i | -5.6
O=C(CSc1nnc2sc3ccccc3n12)NCc1ccco1 | i | i | i | i | i | i | i | i | i | i | -3.2
COc1cccc(-c2nc(CS(=O)(=O)CC(=O)NCCc3ccccc3)c(C)o2)c1 | i | i | i | i | i | i | i | i | i | i | -10.4
O=C(NCCCN1CCOCC1)c1nn2c(C(F)(F)F)cc(-c3ccco3)nc2c1Cl | i | i | i | i | i | i | i | i | i | i | -6.4
CCOc1ccc(-n2c(=O)cc(N3CCN(c4ccccc4)CC3)[nH]c2=O)cc1 | i | i | i | i | i | i | i | i | i | i | -5.6
(cont.)
SMILES | MrgX1 allo act | MrgX1 ag | TMEM16A act | KCNK9 block | RGS4 block | TMEM16A inh | KCNK3 block | KCNQ1 block | KCNQ1 pot | RGS4 act | hERG rescue
NS(=O)(=O)c1ccc(NC(=O)COC(=O)CCC2CCCCC2)cc1 | i | i | i | i | i | i | i | i | i | i | -7.0
Cc1[nH]c2ccc(-c3nnc(SCC(=O)c4ccccc4F)o3)cc2c1C | i | i | i | i | i | i | i | i | i | i | -5.6
O=C(Nc1ccc(NC(=S)NC(=O)c2ccccc2Cl)cc1)c1cccc(Cl)c1 | i | i | i | i | i | i | i | i | i | i | -9.9
Cc1ccc(Nc2nc(CSc3n[nH]c(N)n3)cs2)cc1 | i | i | i | i | i | i | i | i | i | i | -6.2
CCN(CC)CCCNC(=O)C(C)n1nc(C)c2sc3ccccc3c2c1=O (centres undefined) | i | i | i | i | i | i | i | i | i | i | -8.3
N#Cc1cnc(NOCc2ccc(Cl)cc2)nc1 | i | i | i | i | i | i | i | i | i | i | -7.6
CCOC(=O)c1c(-c2ccc(OC)cc2)csc1NC(=O)CSc1nnc(C)c(=O)[nH]1 | i | i | i | i | i | i | i | i | i | i | -27.0
COc1ccc(C(=O)Nc2cc(C)cc(C)c2)cc1S(=O)(=O)N1CCOCC1 | i | i | i | i | i | i | i | i | i | i | -4.4
C/C=C/C=N/Nc1nc(C)cc(=O)[nH]1 | i | i | i | i | i | i | i | i | i | i | -7.5
CC(=O)Nc1ccc(NC(=O)c2oc3cc(C)c(C)cc3c2C)cc1 | i | i | i | nt | nt | i | i | nt | nt | nt | nt
Cc1cccc(C(=O)Nc2sc(C(=O)N3CCCC3)c(C)c2C#N)c1 | i | i | i | i | i | i | i | i | i | i | -7.1

Screening data as filed in PubChem.
